# MmCpn inh: Inhibitors of TCP-1 ring complex (TRiC) of Methanococcus maripaludis (MmCpn): qHTS; Chaperonin Mm-Cpn (Methanococcus maripaludis); AID 504842, 2011; Potency, µM (series often up to 76.9 µM), inactives show at the highest dose activity, negative = inhibition, most hits filed as inhibitors; purified Mm-Cpn ATPase, ADP Transcreener TR-FRET; 330,000 tested, 0.031% active; also: potency is read from the fitted curve at half-maximal effect; % is scaled to controls: 0 for no effect and ±100 for the full control effect; nearly all actives have a fitted effect of over 80% in size
#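 ATP (10 uM final) was added to archaeal chaperonin (25 nM final) after 10 min exposure to test compound at 37°C; after 30 min further incubation, ADP was detected by competitive TR-FRET.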
# aSyn yeast inh: qHTS of alpha-syn Inhibitors | Potency, µM (highest dose often 46.1 µM), without a hit: top-dose growth rescue (activation), actives largely listed as activators | Yeast expressing alpha-synuclein, growth rescue, BacTiter-Glo, 24 h | 370,000 tested, 0.14% active; also: potency is read from the fitted curve at half-maximal effect; % of control where 0% means no effect; nearly all actives have a fitted effect of over 65% in size
#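 Galactose-induced alpha-syn yeast (OD600=0.02, raffinose-pregrown) + pinned cpd, 24 hr, 30 deg C; growth by BacTiter-Glo luminescence. Growth restoration scores as activation.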
# Abeta yeast res: qHTS for compounds that reverse cellular toxicity of Amyloid beta (A-beta) peptide in yeast: Primary Screen; yeast expressing A-beta42, growth rescue, OD600, 48 h; response scale: 0% DMSO, 100% iron-clioquinol control; Potency, µM (titrated, usually from 46.1 µM), inactives show top-dose growth rescue, actives largely listed as activators; 410,000 tested, 0.063% active; AID 1347071, 2019; also: potency is read from the fitted curve at half-maximal effect; nearly all actives have a fitted effect of over 55% in size
#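 Growth rescue measured by 600 nm absorbance after 48 h yeast culture at 30 C with compound. Values normalized between DMSO and an equimolar ferric chloride plus clioquinol control.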
# TDP-43 yeast inh: qHTS of TDP-43 Inhibitors; TDP-43 expressing yeast growth rescue, BacTiter-Glo, 24 h; Potency, µM (highest dose often 46.1 µM), for inactives: at the highest dose growth rescue (activation), most hits filed as activators; 410,000 tested, 1.8% active; also: potency is read from the fitted curve at half-maximal effect; % of control where 0% means no effect; nearly all actives have a fitted effect of over 50% in size
#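 Luminescence from BacTiter-Glo reports growth of TDP-43-expressing yeast after 24 hr at 30 deg C with compound. Cells were raffinose-pregrown to mid-log, then seeded in galactose medium at OD600=0.02.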
# PTHR1 agonist: qHTS for PTHR1 Agonists: Primary Screen | 410,000 tested, 0.075% active | Potency, µM (highest dose often 115 µM), without a hit: top-dose activation, usual class: activators | AID 743266, 2014 | Parathyroid hormone/parathyroid hormone-related peptide receptor (Homo sapiens), Q03431 | HEK293 GP2 PTHR1 cells, GloSensor cAMP luminescence, 1 h; also: potency is read from the fitted curve at half-maximal effect; nearly all actives have a fitted effect of over 55% in size; some results filed as inactive show a strong effect at the top dose; inactives centre near -15; many of its hits are not listed in these tables
# Target sequence (Q03431 whole entry, looked up): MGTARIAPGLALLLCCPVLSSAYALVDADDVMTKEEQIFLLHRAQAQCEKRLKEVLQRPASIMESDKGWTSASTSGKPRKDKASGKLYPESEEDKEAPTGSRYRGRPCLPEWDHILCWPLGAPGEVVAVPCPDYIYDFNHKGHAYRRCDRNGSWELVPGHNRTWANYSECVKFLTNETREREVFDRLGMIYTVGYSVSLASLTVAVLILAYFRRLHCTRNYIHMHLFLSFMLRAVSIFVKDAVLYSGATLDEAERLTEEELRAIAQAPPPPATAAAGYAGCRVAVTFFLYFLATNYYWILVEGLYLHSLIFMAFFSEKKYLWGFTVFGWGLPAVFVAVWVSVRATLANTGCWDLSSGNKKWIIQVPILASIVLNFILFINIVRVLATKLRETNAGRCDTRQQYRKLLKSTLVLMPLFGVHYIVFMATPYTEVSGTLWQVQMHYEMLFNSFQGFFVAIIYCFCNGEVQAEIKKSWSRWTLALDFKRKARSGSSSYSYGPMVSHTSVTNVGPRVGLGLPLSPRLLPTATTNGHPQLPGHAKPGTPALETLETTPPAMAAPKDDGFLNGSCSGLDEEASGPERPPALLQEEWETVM
#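 HEK-293-derived GP2 cells expressing PTHR1 and a GloSensor cAMP reporter, 3,000/well, plated overnight, given luciferin plus IBMX (each 0.5 mM as added) for 1 h at 37 °C, then compound for 1 h at 37 °C. Luminescence was read after 15 min at room temperature.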
# Akt phos inh: HTS Assay for Inhibitors of Akt Phophorylation: Primary Screen. Neuro2A IGF-stimulated pAkt S473 HTRF, 20 min; hits give low values. 360,000 tested, 0.32% active. AID 651550, 2012. activity change, % for hits at 50 µM; in the data active = activity change below about -80%; inconclusive = mostly about -51% to -80%; also: % is scaled to controls: 0 for no effect and ±100 for the full control effect
#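 Single-point screen (50 µM final compound) in Neuro2A cells stimulated 20 min with 6 nM IGF at 37 deg C. After lysis, Ser473-phosphorylated Akt read by HTRF (ex 330 nm, em 615/665 nm) as the 665/615 ratio.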
# FUS yeast rescue: qHTS for Suppressors of FUS Proteinopathy: Primary screen using FUS-linked yeast assay; S. cerevisiae FUS-expressing, growth rescue, OD600, 24 h; Potency, µM (highest dose often 76.6 µM), without a hit: at the highest dose growth rescue (activation), actives largely listed as activators; 390,000 tested, 0.24% active; AID 1347120, 2019;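 also: potency is read from the fitted curve at half-maximal effect; plate controls were DMSO vehicle for no effect and reference control for full effect; nearly all actives have a fitted effect of over 55% in size; some results filed as inactive show a strong effect at the top dose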
#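 S. cerevisiae expressing FUS from galactose induction served as the toxicity model. Growth after 24hr at 30C, read as absorbance at 600 nm, indicates suppression of toxicity; compounds dosed at several concentrations.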
# HEK293 tox: qHTS of GLP-1 Receptor Inverse Agonists: Cytotox Screen | HEK293 cAMP-luciferase reporter cells, luminescence, 24 h | 410,000 tested, 0.13% active | AID 624418, 2012 | Potency, µM (titrated, usually from 38.3 µM), for inactives: at the highest dose activity change, negative = inhibition, most hits filed as inhibitors;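 also: loss of luciferase light is scored as toxicity; potency is read from the fitted curve at half-maximal effect; % is scaled to controls: 0 for no effect and ±100 for the full control effect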
#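 Here, cytotoxicity is scored as loss of luminescence. The MLSMR collection was tested on cells seeded in medium containing 10% Nu serum, with a 24 hr compound exposure preceded by 12 hours of culture.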
# GLP1R inv ag: qHTS of GLP-1 Receptor Inverse Agonists (Inhibition Mode); Potency, µM (series often up to 38.3 µM), for the others: top-dose activity change, negative = inhibition, most hits filed as inhibitors; 410,000 tested, 1.6% active; HEK293 GLP-1R CRE-luciferase, luminescence, 24 h; GLP-1R form is constitutively active; Glucagon-like peptide 1 receptor (Homo sapiens), P43220; also: potency is read from the fitted curve at half-maximal effect; % is scaled to controls: 0 for no effect and ±100 for the full control effect; nearly all actives have a fitted effect of over 55% in size
# Target sequence (P43220 whole entry, looked up): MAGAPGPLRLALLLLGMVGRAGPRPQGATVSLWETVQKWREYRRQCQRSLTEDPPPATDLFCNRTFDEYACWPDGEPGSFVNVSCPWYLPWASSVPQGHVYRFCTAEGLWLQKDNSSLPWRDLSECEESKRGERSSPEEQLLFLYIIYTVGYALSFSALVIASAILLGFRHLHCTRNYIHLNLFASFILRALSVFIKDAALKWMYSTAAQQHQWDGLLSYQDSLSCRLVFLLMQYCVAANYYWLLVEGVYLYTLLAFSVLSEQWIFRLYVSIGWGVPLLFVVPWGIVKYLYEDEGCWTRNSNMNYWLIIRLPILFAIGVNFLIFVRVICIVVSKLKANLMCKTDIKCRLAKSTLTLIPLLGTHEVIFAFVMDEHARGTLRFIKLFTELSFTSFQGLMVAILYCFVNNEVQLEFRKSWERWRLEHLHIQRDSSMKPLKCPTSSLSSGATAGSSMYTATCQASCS
#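 Cells are plated, allowed 12 hours at 37 deg C, then treated with compounds for 24 hr before luciferase detection reagent is added and luminescence is read after 12 min at room temperature. The HEK293 line carries constitutively active GLP-1R with a cAMP-responsive reporter.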
# * hit, by the source's call; i = inactive; ? = inconclusive; nt = no result given; [ ] = dose if it differs, or a comment. Unless noted, calls follow the shape of the dose curve; as a rule, active = well fitted curve in the direction sought with a large enough effect; inconclusive = small, poorly fitted or top-dose-only effect, or another doubt; inactive = no such curve, though single readings can be large; an effect the other way counts as inactive or inconclusive. An excerpt; rates above refer to the full screens.
1) Cc1c(OCC(=O)NC2CCN(Cc3ccccc3)CC2)ccc2c3c(c(=O)oc12)CCC3
2) COc1ccc(S(=O)(=O)/N=C2/NC(=O)/C(=C\c3ccco3)S2)cc1
3) COc1ccc(C(=O)Nn2c(SCc3ccc([N+](=O)[O-])cc3)nc3ccccc3c2=O)cc1
4) CC(C)Cc1ccc(CN2CCCC(NC(=O)CCN3CCCCC3=O)C2)cc1 (stereo unspecified)
5) COc1cc(OC)c(C(=O)Nc2ccc(N(C)C)cc2)cc1OC
6) CCOc1ccccc1OCC(=O)N/N=C(\C)Cc1ccc(OC)cc1
7) O=c1oc(-c2cccc(S(=O)(=O)N3CCOCC3)c2)nc2ccccc12
8) Cc1ccc(S(=O)(=O)N2CCN(C(=O)C(Cc3ccccc3)NC(=O)c3ccccc3)CC2)cc1 (stereo unspecified)
screen / no.	1	2	3	4	5	6	7	8
MmCpn inh	-3%	-1%	1%	-20%	nt	0%	2%	-5%
aSyn yeast inh	3%	11%	5%	8%	-10%	-4%	4%	-4%
Abeta yeast res	-6%	14%	9%	5%	-12%	-8%	2%	-8%
TDP-43 yeast inh	-20%	1%	9%	7%	-15%	-3%	7%	-16%
PTHR1 agonist	i	-43%[inhibitor]	i	-4%	-10%[57.5 µM]	i	i	i
Akt phos inh	i	i	i	i	i	i	i	i
FUS yeast rescue	17%	-2%	?	7%	?	nt	4%	-11%
HEK293 tox	-6%	-1%	-12%	-11%	-15%	-36%	-10%	3%
GLP1R inv ag	0%	11%	?	?	23%	?	3%	3%

9) N#CC1=C(Nc2ccccc2)SC=C(c2ccccc2)N=C1N1CCOCC1
10) O=C(CN(C(=O)CCC(=O)Nc1nccs1)c1ccc(F)cc1)NCc1ccccc1
11) COc1ccc(C(C)NC(=O)c2ccc(Br)cc2)cc1OC (stereo unspecified)
12) Cc1cccc(-c2nc3nc(C)cc(NCc4ccccc4Cl)n3n2)c1
13) Cc1cccc(N2CCN(C(=O)c3ccc(Cl)c(S(=O)(=O)N4CCc5ccccc5C4)c3)CC2)c1C
14) O=C(OCC(=O)N1CCc2ccccc2C1)c1cccc([N+](=O)[O-])c1
15) O=C(CSc1ccc(Cl)cc1)Nc1ccc(N2CCN(c3ccccc3)CC2)c(F)c1
16) O=C(CSc1ccc(-c2cccs2)nn1)NCCc1ccccc1
screen / no.	9	10	11	12	13	14	15	16
MmCpn inh	0%	1%	2%	nt	0%	0%	0%	-10%
aSyn yeast inh	7%	-2%	-4%	-5%	-6%	2%	-4%	-5%
Abeta yeast res	9%	-5%	-18%	-22%	10%	8%	-20%	4%
TDP-43 yeast inh	8%	-5%	-32%[inhibitor]	7%	10%	10%	-24%	6%
PTHR1 agonist	i	-9%	i	i	-9%	-4%	i	-26%
Akt phos inh	i	i	i	nt	i	i	i	i
FUS yeast rescue	nt	-9%	nt	-1%	0%	8%	1%	-1%
HEK293 tox	0%	8%	0%	5%	1%	-14%	-2%	-3%
GLP1R inv ag	-4%	2%	10%	?	7.1µM*	13%	-5%	-8%

# Some values from above.
# In HEK293 tox, O=C(CSc1ccc(-c2cccs2)nn1)NCCc1ccccc1 has the entry -3%
# In PTHR1 agonist, O=C(CN(C(=O)CCC(=O)Nc1nccs1)c1ccc(F)cc1)NCc1ccccc1 has the entry -9%
# In aSyn yeast inh, N#CC1=C(Nc2ccccc2)SC=C(c2ccccc2)N=C1N1CCOCC1 has the entry 7%

# The results go on.
17) COc1ccc(S(=O)(=O)N(C)CC(=O)NCCC2=CCCCC2)cc1
18) COc1cc(-c2nnc(SCC(=O)Nc3cccc(C#N)c3)o2)cc(OC)c1OC
19) Cc1c(OCC(=O)NCc2ccncc2)ccc2c3c(c(=O)oc12)CCC3
20) Cc1cccc(C(=O)NCCc2nc3ccccc3n2Cc2ccc(Cl)cc2)c1
21) CCOC(=O)C(NC=O)(NC(C)(C)C)C(=O)OCC
22) C=CCOC(=O)C(C#N)c1nc2ccccc2nc1N1CCN(Cc2ccc3c(c2)OCO3)CC1 (stereo unspecified)
23) Cc1cccc(NC(=S)N/N=C2\CC(C)(C)Oc3ccc(O)cc32)c1
24) CC(C)c1ccc(OCC(=O)N(Cc2cccs2)C2CCS(=O)(=O)C2)cc1 (stereo unspecified)
screen / no.	17	18	19	20	21	22	23	24
MmCpn inh	0%	nt	-2%	nt	1%	1%	-2%	nt
aSyn yeast inh	-2%	nt	-5%	nt	1%	2%	0%	nt
Abeta yeast res	6%	-20%	18%	17%	5%	18%	?	-2%
TDP-43 yeast inh	14%	-19%	-3%	?	4%	8%	2%	20%
PTHR1 agonist	-15%[57.5 µM]	-33%[inhibitor]	i	-31%[inhibitor]	-3%	i	-2%	-23%
Akt phos inh	i	nt	i	nt	i	i	i	nt
FUS yeast rescue	20%	0%	1%	30%	-23%	8%	26%	25%
HEK293 tox	-14%	-13%	0%	-7%	-7%	16%	?	0%
GLP1R inv ag	?	14%	5%	?	10%	?	?	-18%

25) COc1ccc(/C=N/Nc2nc(C)cc(-c3ccccc3)n2)cc1OC
26) Cc1c([N+](=O)[O-])oc2c1C(=O)NCCC2
27) CC(=O)c1ccc(N2CCN(c3nc4c(S(=O)(=O)c5ccc(C)c(C)c5)nnn4c4ccc(Cl)cc34)CC2)cc1
28) CCC(C)c1ccc(NC(=S)N2CCN(c3ccccn3)CC2)cc1 (stereo unspecified)
29) CN(C)S(=O)(=O)c1cccc(COc2ncnc3c(Cl)cc(Cl)cc23)c1
30) COc1ccc(NC(=O)CN2CCN(CC(=O)Nc3ccc4c(c3)OCO4)CC2)cc1
31) C/C(=N/NC(=O)c1ccoc1C)c1ccc(N2CCOCC2)cc1
32) O=C(CN1CSCC1=O)N1CCN(S(=O)(=O)c2cc(C(F)(F)F)ccc2Cl)CC1
screen / no.	25	26	27	28	29	30	31	32
MmCpn inh	1%	nt	nt	-1%	-2%	-1%	0%	1%
aSyn yeast inh	2%	-2%	nt	8%	1%	-6%	-4%	5%
Abeta yeast res	?	3%	-15%	?	16%	-7%	-22%	7%
TDP-43 yeast inh	23%	16%	13%	15%	-7%	10%	0%	16%
PTHR1 agonist	-14%	-1%	-19%	-32%[inhibitor]	-21%	i	-11%	-26%
Akt phos inh	i	i	nt	i	i	i	i	i
FUS yeast rescue	36%	-7%	-13%	20%	-14%	3%	8%	0%
HEK293 tox	?	5%	16%	-7%	-14%	-12%	-7%	16%
GLP1R inv ag	-30%	-8%	-2%	?	0%	0%	10%	-16%

# 3 of the entries above in order of their number in GLP1R inv ag, lowest first:
No.	structure	GLP1R inv ag
26	Cc1c([N+](=O)[O-])oc2c1C(=O)NCCC2	-8%
27	CC(=O)c1ccc(N2CCN(c3nc4c(S(=O)(=O)c5ccc(C)c(C)c5)nnn4c4ccc(Cl)cc34)CC2)cc1	-2%
29	CN(C)S(=O)(=O)c1cccc(COc2ncnc3c(Cl)cc(Cl)cc23)c1	0%

# (further entries)
33) CCOC(=O)C(C)Sc1ncc(-c2ccccc2)cn1 (stereo unspecified)
34) COc1ccc(-c2nnc(SCC(=O)c3ccco3)n2-c2ccccc2)cc1
35) OC(COc1ccc2c(c1)OCO2)CN1CCN(c2ccc(F)cc2)CC1 (stereo unspecified)
36) Cc1ccc(OCCOc2ccc(Br)cc2/C=N\NC(N)=O)cc1
37) O=C(CCSc1ccccc1)NCCSCc1ccccc1
38) CCOC(=O)c1c(C)[nH]c(C(=O)OCC(=O)N(CC(C)C)c2c(N)n(Cc3ccccc3)c(=O)[nH]c2=O)c1C
39) COc1cccc(C(O)c2nc(-c3cccc(C(F)(F)F)c3)cs2)c1 (stereo unspecified)
40) c1ccc(-c2ccccc2OCCOCCN2CCNCC2)cc1
41) CC(C)OP(=O)(c1ccc(N(C)C)cc1)C(O)c1ccccc1 (stereo unspecified)
42) CC(C)Oc1ccc(OCCn2c(=S)[nH]c3c(N)ncnc32)cc1
43) Cc1ccc(/C=C2\SC(=S)N(C(Cc3ccccc3)C(=O)O)C2=O)cc1 (stereo unspecified)
screen / no.	33	34	35	36	37	38	39	40	41	42	43
MmCpn inh	0%	1%	0%	2%	3%	0%	nt	-3%	-1%	1%	-1%
aSyn yeast inh	3%	3%	0%	6%	1%	7%	3%	-8%	5%	-10%	-9%
Abeta yeast res	1%	?	11%	-4%	-5%	3%	-82%[inhibitor]	-18%	17%	-14%	-93%[inhibitor]
TDP-43 yeast inh	-6%[9.22 µM]	7%	8%	11%	?	1%	22µM*	10%	0%	-12%	-66%[inhibitor]
PTHR1 agonist	i	i	-1%	-12%	-10%	i	i	-14%	i	i	i
Akt phos inh	i	i	i	i	i	i	i	i	i	i	i
FUS yeast rescue	1%	-2%	-3%	-16%	-15%	17%	15%	38%	-10%	8%	14%
HEK293 tox	-10%	7%	-1%	-38%	-6%	13%	0%	10%	-3%	9%	?
GLP1R inv ag	9%	1%	-35%	17%	?	71%[activator]	?	8%	10%	32%[activator]	?

# Bioassay records: PubChem BioAssay, National Center for Advancing Translational Sciences (NCATS)
